L3MBTL1 inh: inhibitors of human L3MBTL1. AlphaScreen L3MBTL1–H3K9me1 peptide binding. Potency, µM (highest dose often 57.1 µM), for inactives: at the highest dose activity, negative = inhibition, usual class: inhibitors. actives 0.66% (n = 230,000); note: % is set by controls: 0 for no effect and ±100 for the full control effect; nearly all actives have a fitted effect of over 60% in size
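L3MBTL1 50 nM + b-AHA-H3(1-15)K9me1 75 nM, 30 min RT; compound added, 30 min RT; streptavidin donor/Ni-chelate acceptor beads 10 ug/mL each final, 30 min RT dark; AlphaScreen read.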
Tau fluor counter: counter-screen for tau fibril formation inhibitors. tau K18 P301L Alexa594 fluorescence, heparin fibrillization. Potency, µM (doses to about 57.7 µM), for inactives: top-dose activity change, negative = decrease. actives 0.93% (n = 280,000); note: % is set by controls: 0 for no effect and ±100 for the full control effect; nearly all actives have a fitted effect of over 55% in size
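Human tau K18 P301L (15 uM unlabeled, 0.24 uM Alexa 594-labeled) in 100 mM sodium acetate pH 7 with 20 uM heparin, 6 hr at 37 C. ThT 30 uM added, 1 hr ambient; Alexa 594 FP and total fluorescence read at 555/632 nm.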
HTT cytoprotect: protects HTT-Q103 PC12 cells, measured by ATP | Potency, µM (top dose mostly 56.4 µM), without a hit: cytoprotection (ATP increase), most hits filed as activators | actives 0.14% (n = 230,000) | PC12 HTT-Q103 induced, cytoprotection, ATP luminescence, 40 h;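 note: % of control where 0% means no effect; nearly all actives have a fitted effect of over 45% in size; toxic huntingtin expression switched on by the ecdysone agonist tebufenozide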
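Compounds were screened for protection of PC12 cells against cell death after tebufenozide induction (100 nM final) of mutant Huntingtin exon 1 (Q103) fused to GFP.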
TRb-SRC2 inh: disrupts binding of human TR beta to SRC2 | actives 0.065% (n = 280,000) | TRbeta-SRC2 peptide binding, fluorescence polarization; receptor liganded with 1 µM T3 | AID 1469 | P10828 | Potency, µM (doses to about 106 µM), for the others: at the highest dose activity change, negative = inhibition, actives largely listed as inhibitors;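 note: plate controls were bound peptide for no effect and peptide without receptor for full effect; nearly all actives have a fitted effect of over 50% in size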
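Polarization signal, normalized between peptide-alone and full complex controls, measured compound effects on T3-liganded human TRb LBD (0.6 uM) binding 20 nM Texas Red SRC2 peptide after 5 hr.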
RECQ1 inh: inhibitors of human RECQ1 DNA helicase; P46063; RECQ1 DNA unwinding, red fluorescence kinetic read; Potency, µM (top dose mostly 57.3 µM), without a hit: at the top dose activity, negative = inhibition, actives largely listed as inhibitors; actives 0.54% (n = 240,000); AID 2549;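 note: plate controls were vehicle for no effect and no enzyme for full effect; nearly all actives have a fitted effect of over 30% in size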
Target sequence (P46063 whole entry, looked up): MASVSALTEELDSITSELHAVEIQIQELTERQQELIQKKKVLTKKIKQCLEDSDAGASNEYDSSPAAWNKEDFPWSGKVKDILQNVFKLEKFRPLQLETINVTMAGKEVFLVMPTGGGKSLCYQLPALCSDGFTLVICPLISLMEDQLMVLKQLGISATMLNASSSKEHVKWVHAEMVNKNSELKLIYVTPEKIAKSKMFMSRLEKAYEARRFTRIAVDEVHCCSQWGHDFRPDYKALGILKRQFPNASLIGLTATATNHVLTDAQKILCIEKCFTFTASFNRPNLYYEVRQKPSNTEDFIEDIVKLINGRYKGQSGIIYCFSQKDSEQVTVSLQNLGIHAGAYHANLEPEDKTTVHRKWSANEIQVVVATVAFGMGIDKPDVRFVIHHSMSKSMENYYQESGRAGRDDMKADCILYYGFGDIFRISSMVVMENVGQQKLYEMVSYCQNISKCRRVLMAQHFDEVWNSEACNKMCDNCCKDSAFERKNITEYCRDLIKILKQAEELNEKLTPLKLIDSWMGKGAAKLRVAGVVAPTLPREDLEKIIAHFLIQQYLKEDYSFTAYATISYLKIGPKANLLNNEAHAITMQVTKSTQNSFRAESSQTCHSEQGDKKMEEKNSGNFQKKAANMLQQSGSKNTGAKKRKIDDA
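RECQ1T1 50 nM; forked duplex (20 bp + 30-nt ss tails) 200 nM, ATP 2 mM final; pH 8.0, 2 mM MgCl2, 2.5 ug/ml poly(dI-dC); 15 min compound preincubation; discontinuous kinetic read over 2 h at RT.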
Tau fibril ThT: inhibitors of human tau fibril formation, thioflavin T binding | AID 1460 | actives 2.1% (n = 270,000) | P10636 | Potency, µM (doses to about 57.4 µM), for the others: at the top dose activity, negative = inhibition, most hits filed as inhibitors | recombinant tau K18 P301L, heparin-induced fibrillization, ThT fluorescence; note: % is set by controls: 0 for no effect and ±100 for the full control effect; nearly all actives have a fitted effect of over 55% in size
Target sequence (P10636 561-689 P618L limits assumed): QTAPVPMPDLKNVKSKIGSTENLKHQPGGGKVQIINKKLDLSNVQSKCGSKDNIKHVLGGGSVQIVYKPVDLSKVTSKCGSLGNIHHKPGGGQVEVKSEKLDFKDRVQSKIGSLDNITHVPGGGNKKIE
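Using a mix of unlabeled (15 uM) and Alexa 594-labeled (0.24 uM) tau K18 P301L, heparin-triggered fibrillization over 6 hr at 37 C was scored by ThT fluorescence.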
Tau fibril FP: inhibitors of human tau fibril formation; K18 P301L tau heparin fibrillization, Alexa594 FP, 6 h; actives 0.39% (n = 280,000); P10636; Potency, µM (doses to about 57.7 µM), for inactives: at the highest dose activity, negative = inhibition, most hits filed as inhibitors; note: % is set by controls: 0 for no effect and ±100 for the full control effect; nearly all actives have a fitted effect of over 55% in size
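Compound effects on tau fibrillization are measured by Alexa 594 fluorescence polarization (ex 555, em 632 nm). K18 P301L tau is used at 15 uM with 0.24 uM labeled tracer, and 20 uM heparin induces aggregation over 6 hr at 37 C.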
TexasRed fluor: Texas Red fluorescence interference in TRb-SRC2 counter-screen; TRb/SRC2 Texas Red total fluorescence interference; Potency, µM (highest dose often 106 µM), without a hit: top-dose fluorescence change, negative = quenching; actives 0.29% (n = 280,000); active = well fitted curve in either direction with a large enough effect; inconclusive = small, poorly fitted or top-dose-only effect; note: % is set by controls: 0 for no effect and ±100 for the full control effect
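Human TRb ligand-binding domain at 0.6 uM with 20 nM Texas Red SRC2 peptide in Tris buffer containing 1 uM T3 and 5% DMSO, incubated with compound 5 h at ambient temperature. Total fluorescence (555/632 nm) calculated as parallel + 2 × perpendicular.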
Active calls of the source: *; i = inactive; ? = inconclusive; . = not tested or not shown; [ ] = dose if it differs, or a comment. Unless noted, calls come from the whole dose curve; as a rule, active = well fitted curve in the direction sought with a large enough effect; inconclusive = small, poorly fitted or top-dose-only effect, or another doubt; inactive = no such curve, though single readings can be large; an effect the other way counts as inactive or inconclusive. Potency is the fitted concentration of half-maximal effect. Some of the compounds tested; the hit share may differ from the screen's.

The first 4 entries, to show the layout:
1) CN1C2CCC1/C(=C\c1ccccc1F)C(=O)/C2=C/c1ccccc1F
2) O=C1CS/C(=N\c2ccccn2)N1C1CCCCC1
3) COc1ccc(OC)c(C2CC(=O)Nc3c2c(=O)[nH]c2nc4ccccc4n32)c1 (centres undefined)
4) O=C(C(Cl)Cl)N1CCN(c2ccccn2)CC1
Compound	1	2	3	4
L3MBTL1 inh	8%	2%	.	-2%
Tau fluor counter	-14%	4%	-2%	14%
HTT cytoprotect	3%[10 µM]	1%[10 µM]	.	1%[10 µM]
TRb-SRC2 inh	1%	-2%	5%	0%[53 µM]
RECQ1 inh	-1%	i	.	-37%
Tau fibril ThT	?	1%	3%	10%
Tau fibril FP	-6%	0%	1%	5%
TexasRed fluor	0%	-7%	5%	-1%[53 µM]

All compounds of this part, from the start:
1) CN1C2CCC1/C(=C\c1ccccc1F)C(=O)/C2=C/c1ccccc1F
2) O=C1CS/C(=N\c2ccccn2)N1C1CCCCC1
3) COc1ccc(OC)c(C2CC(=O)Nc3c2c(=O)[nH]c2nc4ccccc4n32)c1 (centres undefined)
4) O=C(C(Cl)Cl)N1CCN(c2ccccn2)CC1
5) COc1ccc(C(=O)Nc2c(Cl)cc(Cl)cc2C(=O)N2CCC(C)CC2)cc1
Compound	1	2	3	4	5
L3MBTL1 inh	8%	2%	.	-2%	-6%
Tau fluor counter	-14%	4%	-2%	14%	-1%
HTT cytoprotect	3%[10 µM]	1%[10 µM]	.	1%[10 µM]	0%[10 µM]
TRb-SRC2 inh	1%	-2%	5%	0%[53 µM]	12%
RECQ1 inh	-1%	i	.	-37%	0%
Tau fibril ThT	?	1%	3%	10%	3%
Tau fibril FP	-6%	0%	1%	5%	6%
TexasRed fluor	0%	-7%	5%	-1%[53 µM]	-2%

6) Cc1csc(NC(=O)c2ccoc2C)n1
7) CC(=O)c1ccc(N(C(=O)Cc2c[nH]c3ccccc23)C(C(=O)NC2CCCCC2)c2cccs2)cc1 (centres undefined)
8) COc1cccc(-n2c(=O)c3c(C)c(C(=O)N(C)C)sc3n(CC(=O)NCC3CCCO3)c2=O)c1 (centres undefined)
9) CCc1nnc2c3ccccc3nc(Nc3ccc(F)cc3C)n12
10) CC(C)OC(=O)c1ccc(NC(=O)c2cncc(Br)c2)cc1
Compound	6	7	8	9	10
L3MBTL1 inh	-8%	-4%	.	.	0%
Tau fluor counter	1%	?	1%	-20%	?
HTT cytoprotect	-21%[0.074 µM]	-51%[inhibitor]	-16%	.	3%
TRb-SRC2 inh	-12%	11%	-4%	-2%	2%
RECQ1 inh	-12%	-11%	-4%	.	i
Tau fibril ThT	-9%	?	3%	-17%	-9%
Tau fibril FP	2%	2%	3%	-11%	-14%
TexasRed fluor	-2%	5%	2%	-1%	-5%

11) O=C(/C=C/c1ccc(Cl)cc1Cl)n1cccn1
12) Nc1[nH]nc2ncc3cc4ccccc4nc3c12
13) CCOc1ccc(NC(=O)c2nccnc2CO)cc1
14) CCCN1C(=O)c2cc(C(=O)NCc3ccc(OC)cc3)ccc2C1O (centres undefined)
15) O=C(NCCCN1CCN(Cc2ccccc2)CC1)C1CCN(S(=O)(=O)N2CCCC2)CC1
Compound	11	12	13	14	15
L3MBTL1 inh	-3%	-6%	-6%	-28%	5%
Tau fluor counter	-7%	-8%	-5%	-11%	-2%
HTT cytoprotect	-11%	35%[10 µM]	8%	-7%	10%
TRb-SRC2 inh	-9%	-9%	1%	-1%	1%
RECQ1 inh	i	-18%	4%	-11%	-9%
Tau fibril ThT	7.9µM*	-7%	0%	-4%	-1%
Tau fibril FP	?	6%	1%	-9%	-1%
TexasRed fluor	-2%	-2%	-1%	0%	-4%

16) O=C(Nc1cccc(C(F)(F)F)c1)c1cc(-c2ccc(F)cc2)on1
17) COc1cccc(OC)c1C(=O)Nc1nnc(C)s1
18) CN(Cc1nc(Cc2ccccc2F)no1)CC1(N2CCOCC2)CCCCC1
19) O=c1c2ccccc2nnn1CSc1ccc2c(c1)OCCO2
20) CCOC(=O)C1CCN(CC(=O)N2CCCc3c2c(=O)oc2ccc(OCc4ccccc4)cc32)CC1
Compound	16	17	18	19	20
L3MBTL1 inh	.	.	6%	7%	.
Tau fluor counter	-6%	-2%	4%	-19%	-11%
HTT cytoprotect	-4%	.	7%[10 µM]	-8%	.
TRb-SRC2 inh	3%	-1%	-5%	5%	-4%
RECQ1 inh	-5%	.	i	-8%	.
Tau fibril ThT	-13%	-8%	3%	-14%	?
Tau fibril FP	-6%	0%	0%	-9%	2%
TexasRed fluor	-1%	1%	5%	-7%	-2%

21) COc1cccc(-c2nnc3sc(CN4CCCCC4)cn23)c1
22) COc1cc(C)nc(NS(=O)(=O)c2ccccc2)n1
23) CCC(C)NC(=O)CN(c1ccc(OC)cc1)S(=O)(=O)c1ccc(NC(C)=O)cc1 (centres undefined)
24) O=C(COc1ccc(Cc2ccccc2)cc1)c1ccc(F)cc1
25) COc1ccc(C(=O)c2oc3ccccc3c2NC(=O)COc2ccc(C)cc2)cc1
Compound	21	22	23	24	25
L3MBTL1 inh	.	.	0%	110%[activator]	.
Tau fluor counter	7%	0%	-9%	-15%	-1%
HTT cytoprotect	.	-10%[0.074 µM]	-18%	-33%[10 µM]	.
TRb-SRC2 inh	0%	7%	1%	8%	11%
RECQ1 inh	.	5%	-1%	-8%	.
Tau fibril ThT	10%	5%	-9%	-10%	5%
Tau fibril FP	8%	2%	-11%	1%	?
TexasRed fluor	1%	0%	0%	6%	-3%

26) COc1ccc(Cn2c(-c3ccc(OC)cc3)nc3c(c(=O)c4ccccc4n3C)c2=O)cc1
27) COc1cc(/C=N/NC(=O)/C(=C\c2ccc([N+](=O)[O-])cc2)NC(=O)c2ccccc2)cc(OC)c1O
28) Cc1ccc(NC(=O)Cn2sc3nc(C)cc(C)c3c2=O)c(Cl)c1
29) COc1ccccc1NC(=O)NCCc1c[nH]c2ccccc12
30) O=C(C[n+]1cccc(CNC(=O)c2ccc(OC(F)F)cc2)c1)Nc1ccc(F)cc1
Compound	26	27	28	29	30
L3MBTL1 inh	0%	.	-1%	.	8%
Tau fluor counter	-4%	?	-9%	?	-1%
HTT cytoprotect	4%[10 µM]	-10%[10 µM]	18%[10 µM]	6%[10 µM]	2%[10 µM]
TRb-SRC2 inh	-3%	-8%	6%	-7%	-5%
RECQ1 inh	-15%	-13%	-7%	i	2%
Tau fibril ThT	-13%	28µM*	28µM*	.	9%
Tau fibril FP	5%	15%	?	14%	6%
TexasRed fluor	-1%	-4%	-5%	-7%	0%

31) C/C(CC(=O)Nc1ccc(C)c(Cl)c1)=N\NC(=O)Cc1ccccc1
32) COC(=O)NCc1cc2cc(Cl)ccc2[nH]1
33) c1ccc2c(c1)ncn2CCC1CCCCC1
34) CN(C)c1ncc([N+](=O)[O-])cc1C(F)(F)F
35) Fc1ccc(-c2ccnc3nc(-n4cccc4)nn23)cc1
Compound	31	32	33	34	35
L3MBTL1 inh	-4%	16%	6%	-5%	-5%
Tau fluor counter	-7%	5%	-4%	-13%	-8%
HTT cytoprotect	1%[10 µM]	-4%[0.074 µM]	-4%	-11%[10 µM]	-2%
TRb-SRC2 inh	4%	-27%	1%	-4%	-18%
RECQ1 inh	-6%	-8%	0%	-2%	-8%
Tau fibril ThT	3%	9%	-5%	-15%	1%
Tau fibril FP	-2%	-8%	-1%	-3%	2%
TexasRed fluor	-1%	2%	1%	-1%	2%

Some of these compounds in order of formula weight, falling:
35) Fc1ccc(-c2ccnc3nc(-n4cccc4)nn23)cc1
32) COC(=O)NCc1cc2cc(Cl)ccc2[nH]1
33) c1ccc2c(c1)ncn2CCC1CCCCC1
Compound	35	32	33
L3MBTL1 inh	-5%	16%	6%
Tau fluor counter	-8%	5%	-4%
HTT cytoprotect	-2%	-4%[0.074 µM]	-4%
TRb-SRC2 inh	-18%	-27%	1%
RECQ1 inh	-8%	-8%	0%
Tau fibril ThT	1%	9%	-5%
Tau fibril FP	2%	-8%	-1%
TexasRed fluor	2%	2%	1%

Other results
36) O=C(CCCNS(=O)(=O)c1cccs1)N1CCN(c2cccc(Cl)c2)CC1
37) Cc1ccc(S(=O)(=O)NCc2ccc3c(c2)cc(C)n3C)cc1
38) CC(C)OCCCNC(=O)C(=O)Nc1ccc2nc3n(c(=O)c2c1)CCCCC3
39) CCn1nnnc1SCC(=O)Nc1nnc(C(C)C)s1
40) CC(=O)c1ccc(NC(=O)C2CCN(S(=O)(=O)c3cccc4cccnc34)CC2)cc1
Compound	36	37	38	39	40
L3MBTL1 inh	-5%	-12%	.	19%	-16%
Tau fluor counter	-16%	-17%	-2%	0%	-15%
HTT cytoprotect	-17%	9%[10 µM]	.	1%	5%[10 µM]
TRb-SRC2 inh	-1%	?	8%	2%	6%
RECQ1 inh	i	-18%	.	2%	-1%
Tau fibril ThT	?	?	0%	-8%	-11%
Tau fibril FP	-7%	0%	-1%	3%	8%
TexasRed fluor	-3%	45µM*[fluorescent]	-1%	-1%	-1%

41) COc1ccc(OC(=O)c2nc(SCc3ccc(F)cc3)ncc2Cl)cc1
42) CCOC(=O)/C(=C\c1ccc([N+](=O)[O-])cc1)C(=O)c1cc(C(C)=O)c(Nc2ccccc2)s1
43) CCc1cccc(CC)c1NC(=O)COc1ccccc1C(=O)c1cc(C#N)c(=O)n(C2CCCCC2)c1
44) FC(F)(F)c1cc(-c2cccs2)nc2cc(-c3cccs3)nn12
Compound	41	42	43	44
L3MBTL1 inh	.	-3%	-6%	33%[activator]
Tau fluor counter	-17%	-29%	-15%	-11%
HTT cytoprotect	.	-39%[inhibitor]	-22%[10 µM]	14%[10 µM]
TRb-SRC2 inh	-5%	-14%	-4%	-1%
RECQ1 inh	.	-7%	-8%	-5%
Tau fibril ThT	?	?	-19%	-5%
Tau fibril FP	-8%	-13%	-1%	-6%
TexasRed fluor	-3%	0%	-1%	-4%
